LDHA block: blocks human lactate dehydrogenase A | hit rate 0.15% among 480,000 | P00338 | purified LDHA, NADH/diaphorase-resazurin fluorescence; stronger effect = lower value | activity change, % (values are at about 110 or 230 µM); in the data active means activity change below about -30%; inconclusive means mostly about -25% to -30%;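 further: plate controls were DMSO wells for no effect and wells without enzyme for full effect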
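Remaining NADH was detected by diaphorase (0.133 mg/mL) converting 37 µM resazurin to fluorescent resorufin, read at 0 and 20 minutes. The preceding 5-minute room-temperature reaction used 2 nM LDHA, 0.2 mM sodium pyruvate and 0.06 mM NADH at pH 7.4.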
D2 ag: activates the human D2 dopamine receptor. P14416. HEK293 T-REx D2 cells, calcium flux agonist mode. activation, % at 2 µM. hit rate 0.53% among 340,000;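 active means activation over 3 SD above normal in the single-dose calcium agonist read, cut at about 30% in these data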; further: 0% is about no effect
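Calcium-flux readout, 1 cycle/sec over 180 s following compound pin transfer, in inducible HEK293 Trex D2 cells (force-coupled); dopamine controls included. Positive calcium responses during this window marked compounds as potential agonists.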
ERG Ets-DNA blk: inhibitors of human ERG Ets domain-DNA interaction; P11308; fluorescence polarization, His-ERG Ets domain / labelled DNA; Potency, µM (doses to about 76.9 µM), for the others: at the highest dose FP activity, negative = inhibition, usual class: inhibitors; hit rate 0.028% among 370,000; active means well fitted inhibition curve with a large enough effect in the polarisation, with a control signal flat; inconclusive means small, poorly fitted or top-dose-only effect, or effect the other way, or a change in a side signal; inactive means no such curve, though single readings can be large or run the other way; the % refers to the polarisation;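 further: polarization taken with two DNA probes labelled with fluorescein and Texas red; potency means the concentration at half of the fitted maximal effect; % of control where 0% means no effect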
Target sequence (P11308 whole entry, looked up, the tested form may be a part): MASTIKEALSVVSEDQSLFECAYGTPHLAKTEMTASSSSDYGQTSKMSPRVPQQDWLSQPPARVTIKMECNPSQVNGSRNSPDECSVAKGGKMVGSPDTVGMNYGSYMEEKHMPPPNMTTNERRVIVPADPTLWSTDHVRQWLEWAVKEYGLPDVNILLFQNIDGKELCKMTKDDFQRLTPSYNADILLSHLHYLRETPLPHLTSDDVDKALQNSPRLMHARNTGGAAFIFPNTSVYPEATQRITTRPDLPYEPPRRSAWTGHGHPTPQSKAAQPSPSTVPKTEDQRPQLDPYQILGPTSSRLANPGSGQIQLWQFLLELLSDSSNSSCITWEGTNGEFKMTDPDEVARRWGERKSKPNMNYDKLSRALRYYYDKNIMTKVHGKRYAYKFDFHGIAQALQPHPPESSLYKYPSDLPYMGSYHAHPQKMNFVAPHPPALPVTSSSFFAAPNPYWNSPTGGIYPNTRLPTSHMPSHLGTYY
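His-tagged ERG Ets domain (1 uM in the protein solution; 300mM KCl, 50mM Tris-HCl, 1mM EDTA, 1mM DTT, pH 7.5) received compound, then a probe mix of 5 nM fluorescein-DNA and 100nM Texas-615-DNA. Fluorescence polarization was read for both dyes.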
ALOX12 inh: ALOX12 (human) lipoxygenase inhibition; Potency, µM (doses to about 108 µM), for the others: at the top dose activity change, negative = inhibition, usual class: inhibitors; P18054; hit rate 1.1% among 580,000; purified 12hLO, xylenol orange hydroperoxide absorbance; further: potency means the concentration at half of the fitted maximal effect; on the % scale 0 is the no-effect control and ±100 the full control effect
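Purified human 12hLO (150 nM final) in 25 mM Hepes, 0.01% Triton X-100, pH 7.0 was preincubated 15 min at room temperature with compound. Then 40 uM arachidonic acid was added, 30 min. Hydroperoxide was read by Fe-XO absorbance ratio 573/405 nm.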
Vif-A3F inh: Vif-A3F binding inhibition; hit rate 0.2% among 390,000; Potency, µM (top dose mostly 46.1 µM), for the others: at the top dose activity, negative = active; AID 602313; HeLa A3F-eYFP + Vif (tagged APOBEC3F with the HIV-1 protein that degrades it), YFP fluorescence increase; further: potency means the concentration at half of the fitted maximal effect; % of control where 0% means no effect; nearly all actives have a fitted effect of over 65% in size
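HeLa cells stably expressing A3F-eYFP plus Vif, plated and incubated overnight at 37 deg C, then exposed to compounds overnight at 37 deg C. Blocked degradation read as raised yellow fluorescence (Ex 488/Em 500-530).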
Vif-APOBEC3G blk: inhibitors of Vif-APOBEC3G interaction; HeLa A3G-eYFP + Vif (tagged APOBEC3G with the HIV-1 protein that degrades it), YFP fluorescence, overnight; Potency, µM (top dose mostly 46.1 µM), for the others: top-dose activity, negative = active, usual class: inhibitors; hit rate 0.076% among 410,000;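 further: potency means the concentration at half of the fitted maximal effect; on the % scale 0 is the no-effect control and ±100 the full control effect; nearly all actives have a fitted effect of over 60% in size; hits raise eYFP signal because A3G escapes Vif-driven loss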
Target sequence (Q9HC16 whole entry, looked up): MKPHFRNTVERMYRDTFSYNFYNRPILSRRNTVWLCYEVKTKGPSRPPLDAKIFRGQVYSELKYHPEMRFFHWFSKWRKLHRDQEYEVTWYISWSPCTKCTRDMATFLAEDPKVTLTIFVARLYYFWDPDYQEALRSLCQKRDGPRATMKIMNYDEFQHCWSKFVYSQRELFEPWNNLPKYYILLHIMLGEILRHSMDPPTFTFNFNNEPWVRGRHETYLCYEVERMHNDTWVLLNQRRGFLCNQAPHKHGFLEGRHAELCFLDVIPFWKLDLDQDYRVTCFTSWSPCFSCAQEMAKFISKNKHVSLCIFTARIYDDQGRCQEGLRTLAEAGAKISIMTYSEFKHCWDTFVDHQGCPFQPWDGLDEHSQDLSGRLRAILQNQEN
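HeLa cells stably expressing Vif and C-terminally eYFP-tagged A3G, seeded overnight at 37 deg C, then exposed to compound by pintool overnight at 37 deg C. Rise in yellow fluorescence (Ex 488/Em 500-530, Acumen) marks blocked Vif-driven A3G degradation.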
Glioma ERSR ind: inducers of ER stress response in human glioma cells; Potency, µM, inactives show top-dose activation, usual class: activators; hit rate 0.02% among 420,000; U87-MG GRP78 promoter luciferase reporter, 16 h; further: potency means the concentration at half of the fitted maximal effect; series mostly up to about 76 µM; % of control where 0% means no effect; nearly all actives have a fitted effect of over 35% in size
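Stably transfected U87-MG human glioma cells carrying a GRP78-based luminescent sensor were seeded at 1000 cells/well, pin-dosed with compounds and incubated 16 h. Luciferase reagent was then added, and end-point luminescence was read after 10 min at room temperature.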
D2 antag: antagonists of human D2 dopamine receptor. HEK293 TREx D2 cells, calcium flux, dopamine EC80. inhibition, % at 10 µM. hit rate 2% among 340,000. AID 485344; in the data active means inhibition above about 30%; further: 0% is about no effect
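HEK293 T-REx D2 cells, tet-induced, calcium dye no-wash. Cpd pintool add, 180 s kinetic, then EC80 DA, 180 s kinetic. Ca flux read.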
RGS4 inh: human RGS4 inhibition. Transcreener GDP fluorescence polarization, RGS4-accelerated GTP hydrolysis. hit rate 0.039% among 390,000. Potency, µM (doses to about 114 µM), without a hit: top-dose activity change, negative = inhibition, actives largely listed as inhibitors. P49798; further: potency means the concentration at half of the fitted maximal effect; on the % scale 0 is the no-effect control and ±100 the full control effect; nearly all actives have a fitted effect of over 75% in size; some results filed as inactive show a strong effect at the top dose
Target sequence (P49798 whole entry, looked up): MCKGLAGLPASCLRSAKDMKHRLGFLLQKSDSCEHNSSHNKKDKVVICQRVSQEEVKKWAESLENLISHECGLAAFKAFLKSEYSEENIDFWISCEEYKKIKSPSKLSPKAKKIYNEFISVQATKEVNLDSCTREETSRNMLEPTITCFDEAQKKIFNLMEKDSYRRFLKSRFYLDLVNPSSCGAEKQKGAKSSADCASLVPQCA
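MLSMR compounds (23 nl, pin-transferred) preincubated 10 min at room temperature with a 500nM (2x) first reagent, then RGS4 at 900nM (2x) plus Transcreener GDP mix added; fluorescence polarization (620/688 nm) read before and after 90 min at 30 °C.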
Active calls of the source: *; & = joins results of further samples; [ ] = dose if it differs, or a comment. Unless noted, the call rests on the fitted dose curve; in most records, active means well fitted curve in the direction sought with a large enough effect; inconclusive means small, poorly fitted or top-dose-only effect, or another doubt; inactive means no such curve, though single readings can be large; an effect the other way counts as inactive or inconclusive. Not all compounds are listed, so the mix of outcomes need not match the whole.

Screening COc1cccc(C2/C(=C(/O)c3ccc(C)cc3)C(=O)C(=O)N2Cc2ccco2)c1 (stereo not given) returned LDHA block 0, D2 ag -1.0, ERG Ets-DNA blk 1%, ALOX12 inh -7%, Vif-A3F inh 0%, Vif-APOBEC3G blk 3%, Glioma ERSR ind 3%, D2 antag -2 and RGS4 inh -50%.
`O=C(COC(=O)/C=C/c1ccco1)Nc1ncc(Cl)cc1Cl` gave LDHA block -2, D2 ag -0.3, ERG Ets-DNA blk -13%, ALOX12 inh inconclusive, Vif-A3F inh 0%, Vif-APOBEC3G blk 0%, Glioma ERSR ind 0%, D2 antag -2 and RGS4 inh -37%.
For COc1ccc(CN2CCC(=O)N(CCO)CC2)cc1OC the results were LDHA block 0, ERG Ets-DNA blk 9%, ALOX12 inh 9%, Vif-A3F inh -1%, Vif-APOBEC3G blk 0%&-3%, Glioma ERSR ind -3%&-4% and RGS4 inh 5%.
`Cc1cnc(NC(=O)CN2CCN(c3ccccc3F)CC2)s1` gave LDHA block -20, D2 ag 0.1, ERG Ets-DNA blk -2%, ALOX12 inh inconclusive, Vif-A3F inh 1%, Vif-APOBEC3G blk 0%, Glioma ERSR ind -8%, D2 antag 25 and RGS4 inh -19%.
`Cc1ccc(C(=O)OCC(=O)N2CC(C)CC(C)C2)cc1S(=O)(=O)N1CCCCC1` (stereo not given) gave LDHA block -3, D2 ag -0.4, ERG Ets-DNA blk 1%, ALOX12 inh 7%, Vif-A3F inh 13%, Vif-APOBEC3G blk -8%, Glioma ERSR ind -2%, D2 antag 19 and RGS4 inh 4%.
`O=c1c2ccccc2c(C=NC2CCS(=O)(=O)C2)c(O)n1-c1ccccc1` (stereo not given) gave LDHA block -11, D2 ag 0.1, ERG Ets-DNA blk 1%, ALOX12 inh 0%, Vif-A3F inh 2%, Vif-APOBEC3G blk -5%, Glioma ERSR ind 1%, D2 antag -3 and RGS4 inh 24%.
CCCn1c(=N)c(S(=O)(=O)c2ccc(F)cc2)cc2c(=O)n3cccc(C)c3nc21 was read as LDHA block -7, D2 ag -1.4, ERG Ets-DNA blk 12%, ALOX12 inh -4%, Vif-A3F inh 4%, Vif-APOBEC3G blk 0%, Glioma ERSR ind -5%, D2 antag -9 and RGS4 inh 19%.
`CCn1c(NC(=O)c2ccccc2)nc2ccccc21` gave LDHA block 0, D2 ag -0.5, ERG Ets-DNA blk 2%, ALOX12 inh 0%, Vif-A3F inh 1%, Vif-APOBEC3G blk -6%, Glioma ERSR ind 8%, D2 antag 3 and RGS4 inh -14%.
`Cc1ccc(NC(=O)CCN2C(=O)C3CCCCC3C2=O)cc1[N+](=O)[O-]` (stereo not given) gave LDHA block -6, D2 ag -0.2, ERG Ets-DNA blk -2%, ALOX12 inh 12%, Vif-A3F inh -20%, Vif-APOBEC3G blk 0%, Glioma ERSR ind -3%, D2 antag 9 and RGS4 inh 1%.
COC(=O)CCC(=O)Nc1ccc(Cl)c(Cl)c1 was read as LDHA block 0, D2 ag -0.4, ALOX12 inh -23%, Vif-A3F inh -1%, Vif-APOBEC3G blk 0%, Glioma ERSR ind 1%, D2 antag 11 and RGS4 inh 35%.
Screening Cc1cc2c(cc3c(SCc4nc(-c5ccccc5)oc4C)nnc(C)n32)o1 returned LDHA block 4, D2 ag 0.6, ERG Ets-DNA blk 0%, ALOX12 inh -18% and RGS4 inh -19%.
`Cn1ncc2c(=O)n(CC(=O)NC34CC5CC(CC(C5)C3)C4)cnc21` gave LDHA block -2, D2 ag 1.2, ERG Ets-DNA blk -5%, ALOX12 inh -7%, Vif-A3F inh 6%, Vif-APOBEC3G blk -3%, Glioma ERSR ind 2%, D2 antag 7 and RGS4 inh -5%.
COC(=O)C1=C(C(=O)OC)[N+]2=C3N(C(=O)NC2(C)C)[C@H](CO)C[C@@]32c3ccccc3N(Cc3ccccc3)[C@@H]12 was read as LDHA block 0, ERG Ets-DNA blk -4%, ALOX12 inh inconclusive, Vif-A3F inh 2%, Vif-APOBEC3G blk -9%, Glioma ERSR ind -1% and RGS4 inh 4%.
Screening CCCCNS(=O)(=O)c1ccc(OC)c(Cl)c1Cl returned LDHA block 0, D2 ag -1.0, ERG Ets-DNA blk 0%, ALOX12 inh -30%, Vif-A3F inh -3%, Vif-APOBEC3G blk -1%, Glioma ERSR ind -2%, D2 antag -5 and RGS4 inh -16%.
CCOC(=O)N1CCN(c2cc(N3CCOCC3)c(F)cc2[N+](=O)[O-])CC1 was read as LDHA block -8, ERG Ets-DNA blk -7%, ALOX12 inh 0%, Vif-A3F inh 5%, Vif-APOBEC3G blk 4%, Glioma ERSR ind -4% and RGS4 inh 16%.
CN(C)C(=O)c1cccc(-c2cnc3sc(NCc4ccc5c(c4)OCO5)nn23)c1 was read as LDHA block -8, ALOX12 inh 1%, Vif-APOBEC3G blk -3% and Glioma ERSR ind -4%.
For Nc1nc(NC(=O)c2ccccc2Cl)nn1-c1ccccc1 the results were LDHA block -5, D2 ag -0.2, ERG Ets-DNA blk -12%, ALOX12 inh 160%[activator], Vif-A3F inh -3%, Vif-APOBEC3G blk 1%, Glioma ERSR ind 1%, D2 antag -2 and RGS4 inh 8%.
For CC(=O)Nc1ccc(-c2csc(NC(=O)Cc3cccc(F)c3)n2)cc1 the results were LDHA block 2, D2 ag -3.2, ERG Ets-DNA blk 18%, ALOX12 inh -16%, Vif-A3F inh 3%, Vif-APOBEC3G blk -7%, Glioma ERSR ind 0%, D2 antag 2 and RGS4 inh -24%.
Screening CCCCOc1ccc(C(=O)Nc2ccc3oc(-c4cccnc4)nc3c2)cc1 returned LDHA block -9&-6, D2 ag 1.2, ERG Ets-DNA blk 2%, ALOX12 inh 1%&-17%, Vif-A3F inh 6%, Vif-APOBEC3G blk 8%, Glioma ERSR ind -2% and RGS4 inh -11%.
CCc1ccc(NC(=O)Cn2nc(C(F)(F)F)c3c2CCCC3)cc1 was read as LDHA block -2, D2 ag 0.6, ERG Ets-DNA blk -2%, ALOX12 inh -1%, Vif-A3F inh 4%, Vif-APOBEC3G blk 2%, Glioma ERSR ind -5% and RGS4 inh 2%.

Looked up one by one from the entries so far:
`CCn1c(NC(=O)c2ccccc2)nc2ccccc21` gave LDHA block 0, D2 ag -0.5, ERG Ets-DNA blk 2%, ALOX12 inh 0%, Vif-A3F inh 1%, Vif-APOBEC3G blk -6%, Glioma ERSR ind 8%, D2 antag 3 and RGS4 inh -14%.
`Cc1ccc(NC(=O)CCN2C(=O)C3CCCCC3C2=O)cc1[N+](=O)[O-]` (stereo not given) gave LDHA block -6, D2 ag -0.2, ERG Ets-DNA blk -2%, ALOX12 inh 12%, Vif-A3F inh -20%, Vif-APOBEC3G blk 0%, Glioma ERSR ind -3%, D2 antag 9 and RGS4 inh 1%.

(more compounds)
For Cc1cccc(NC(=O)CCc2nnc3ccc(NCc4ccco4)nn23)n1 the results were LDHA block 0, D2 ag -0.3, ERG Ets-DNA blk 5%, ALOX12 inh 1%, Vif-A3F inh -1%, Vif-APOBEC3G blk 0%, Glioma ERSR ind -1%, D2 antag -6 and RGS4 inh -3%.
Screening CCCn1c(N)c(C(=O)CN2CCN(S(=O)(=O)c3cccs3)CC2)c(=O)[nH]c1=O returned LDHA block -3, D2 ag 0.0, ERG Ets-DNA blk -5%, ALOX12 inh 5%, Vif-A3F inh -14%, Vif-APOBEC3G blk 0%, Glioma ERSR ind -5%, D2 antag -7 and RGS4 inh -28%.
Screening c1cc2c(cc1-n1cnnn1)OCO2 returned LDHA block -4, D2 ag -0.4, ERG Ets-DNA blk -13%, ALOX12 inh 22%, Vif-A3F inh 10%, Vif-APOBEC3G blk 1%, Glioma ERSR ind -1%, D2 antag -9 and RGS4 inh -11%.
Screening CCC(CC)NC(=O)COC(=O)c1cccc(C)c1O returned LDHA block -5, D2 ag 0.1, ERG Ets-DNA blk 3%, ALOX12 inh 0%, Vif-A3F inh 1%, Vif-APOBEC3G blk 0%, Glioma ERSR ind -2%, D2 antag 14 and RGS4 inh 15%.
COc1ccc(C2(O)CN(c3ccccc3)C3=[N+]2CCS3)cc1OC (stereo not given) was read as LDHA block 0, D2 ag 0.7, ERG Ets-DNA blk 8%, ALOX12 inh -10%, Vif-A3F inh -2%, Vif-APOBEC3G blk -1%, Glioma ERSR ind -3%, D2 antag -14 and RGS4 inh -29%.
`O=C(CCc1nc2ccccc2c(=O)[nH]1)NCCN1C(=O)S/C(=C\c2ccccc2Cl)C1=O` gave LDHA block 1, D2 ag -0.8, ERG Ets-DNA blk 6%, ALOX12 inh -46%, Vif-A3F inh -1%, Vif-APOBEC3G blk -8%, Glioma ERSR ind 8%, D2 antag -26 and RGS4 inh inconclusive.
CCOc1ccc(NC(=S)N2c3ccccc3CC2C)cc1 (stereo not given) was read as LDHA block -1, D2 ag 1.2, ERG Ets-DNA blk 8%, ALOX12 inh -18%, Vif-A3F inh 0%, Vif-APOBEC3G blk -5%, Glioma ERSR ind 2%, D2 antag -8 and RGS4 inh -53%.

Screening data deposited in PubChem BioAssay by National Center for Advancing Translational Sciences (NCATS).
